# Epigenetic derep: regulators of epigenetic silencing causing reporter derepression in mouse cells; murine LDR cells, GFP reporter derepression, 30 h; Potency, µM (titrated, usually from 53.9 µM), for inactives: at the highest dose GFP activation, actives largely listed as activators; 0.2% of 280,000 active; active = well fitted activation curve with a large enough effect; inconclusive = small, poorly fitted or top-dose-only effect; also: % of control where 0% means no effect; nearly all actives have a fitted effect of over 60% in size
#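 Derepression of a silenced CMV-GFP reporter in murine LDR cells is scored by enumerating GFP-positive cells with a laser-scanning microplate cytometer after 30 hours of treatment at 37 C.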
# Numbers without * were called inactive; ? = inconclusive. Potency is read from the fitted curve at half-maximal effect. An excerpt, so the mix of outcomes need not match the whole.
Epigenetic derep	compound
-2.0%	COc1ccccc1NC(=O)CSc1ncc2c(n1)-c1ccccc1N(Cc1ccccc1C)S2(=O)=O
5.0%	Cc1ccc(Cl)cc1Nc1nn2c(=O)c3ccc(C(=O)NC4CCC(C)CC4)cc3nc2s1 (stereo not given)
-3.7%	Cc1ccc(NC(=O)C2CCCN(S(=O)(=O)c3ccc(C)cc3)C2)cc1 (stereo not given)
-1.1%	CCOc1ccc(NC(=O)NCCN2CCN(c3cc(Cl)ccc3C)CC2)cc1
-7.4%	CCOc1ccccc1C1C(C(=O)Nc2ccccc2)=C(C)Nc2nc(-c3ccccc3)nn21 (stereo not given)
0.0%	COc1ccccc1NC(=O)CSc1nc2c(oc3ccccc32)c(=O)n1-c1ccc(C)cc1
-2.1%	Cc1cccc(N(CC(=O)NCCSCc2ccc(Cl)cc2)S(C)(=O)=O)c1C
0.0%	Cc1ccc(-c2nc3c(cnn3-c3ccccc3)c(=O)n2-c2cccc(Cl)c2)cc1
-2.2%	COc1ccc(-c2nc3ccc(Cl)cn3c2Nc2ccc(C)cc2)cc1
-1.8%	CCCCC(CC)CNC(=O)CCCn1c(=O)[nH]c2ccsc2c1=O (stereo not given)
0.0%	COC(=O)c1ccc(NC(=O)CSc2nnc3c4ccccc4n(C(C)C)c3n2)cc1
0.0%	Cc1c(NC(=O)Nc2ccccc2C(F)(F)F)sc2nc3n(c(=O)c12)CCC(C)CC3 (stereo not given)
-3.2%	COc1ccc(NC(=O)CC2C(=O)N(c3ccccc3)C(=O)N2C2CCCCC2)cc1 (stereo not given)
-0.4%	CCc1ccc(NC(=O)C2=CC(c3cccs3)=NS(=O)(=O)N2C)cc1
0.9%	Cc1ccc(-n2c3nc(=O)[nH]c(=O)c-3cc3c(C)nn(-c4ccccc4)c32)cc1Cl
2.7%	COc1ccc2c(c1)c1c(c(=O)n(-c3ccccc3)c(=O)n1CC(=O)Nc1ccc(F)cc1)n2C
4.5%	Cc1ccc(Cn2nnc3c(=O)[nH]c(C4CCN(C(=O)Cc5ccccc5F)CC4)nc32)cc1
-0.9%	CCSc1nc2ccccc2c(OCc2cc(C(=O)OC)ccc2OC)c1C(=O)OC
?	CCS(=O)(=O)N1N=C(c2ccc(C)cc2)CC1c1cc2ccc(OC)cc2nc1Cl (stereo not given)
0.8%	O=C(Nc1nc2ccccc2n1CCOc1ccccc1Cl)c1ccccc1
0.2%	Cc1ccc(-c2onc(C)c2C)cc1S(=O)(=O)N1CCCCC1
-1.1%	CCCCNC(=O)C1CCCN(Cc2nc(-c3ccc(Cl)cc3)oc2C)C1 (stereo not given)
0.3%	COc1ccc2[nH]cc(CCNC(=O)Nc3ccccc3)c2c1
16%	COc1ccc(CNc2nc3c(-c4cccc(F)c4)nnn3c3ccccc23)cc1
0.8%	CCc1ccc(CNC(=O)c2cnc3sc4cc(OC)ccc4n3c2=O)cc1

# At a glance, seven of the compounds above:
Epigenetic derep	compound
?	CCS(=O)(=O)N1N=C(c2ccc(C)cc2)CC1c1cc2ccc(OC)cc2nc1Cl (stereo not given)
0.8%	O=C(Nc1nc2ccccc2n1CCOc1ccccc1Cl)c1ccccc1
0.2%	Cc1ccc(-c2onc(C)c2C)cc1S(=O)(=O)N1CCCCC1
-1.1%	CCCCNC(=O)C1CCCN(Cc2nc(-c3ccc(Cl)cc3)oc2C)C1 (stereo not given)
0.3%	COc1ccc2[nH]cc(CCNC(=O)Nc3ccccc3)c2c1
16%	COc1ccc(CNc2nc3c(-c4cccc(F)c4)nnn3c3ccccc23)cc1
0.8%	CCc1ccc(CNC(=O)c2cnc3sc4cc(OC)ccc4n3c2=O)cc1

# Next part:
Epigenetic derep	compound
-1.5%	Cc1ccc(Sc2c(C)nn(C(C)(C)C)c2OC(=O)C(C)(C)C)cc1
0.8%	CCOc1ccc(Nc2c(S(=O)(=O)c3ccccc3)cnc3ccccc23)cc1
4.1%	O=C(NCc1ccccc1)C(=O)Nc1ccc2nc3n(c(=O)c2c1)CCCCC3
8.1%	Cc1ccc(C)c(Cn2c(=O)n(CCCCC(=O)NCc3ccccc3Cl)c(=O)c3ccccc32)c1
2.2%	COc1ccc(CC(C)NS(=O)(=O)c2ccc3c(c2)CCN3S(C)(=O)=O)cc1OC (stereo not given)
-3.2%	COc1ccc2c(c1)CCc1c(C(=O)Nc3c(C)nn(Cc4c(Cl)cccc4Cl)c3C)noc1-2
6.8%	CC(C)c1ccc(Nc2c(-c3ccc(N4CCOCC4)cc3)nc3ncccn23)cc1
-8.3%	CCCCCn1c(CN2CCN(c3ccc(OC)cc3)CC2)nc2c1c(=O)[nH]c(=O)n2C
-3.4%	CCOC(=O)c1cccc(NC(=O)CCc2c(C)nc3c4cccnc4nn3c2C)c1
3.2%	Cc1ccc(NC(=O)Cn2c(=O)n(Cc3ccc4c(c3)OCO4)c(=O)c3oc4ccccc4c32)cc1C
-0.5%	COc1ccc(C2C(C(N)=O)=C(C)Nc3nc(-c4ccccc4Cl)nn32)cc1 (stereo not given)
-1.5%	CC(CCCc1ccccc1)NC(=O)c1nn(-c2ccc(Cl)cc2)nc1CO (stereo not given)
-1.1%	CC1=C(C(=O)Nc2cccc(C)c2C)C2(CCCCC2)OC1=O
-0.9%	CCc1ccc(NC(=O)CSc2ccc3nnc(CCNS(=O)(=O)c4ccc(OC)cc4)n3n2)cc1
2.1%	COc1ccc(NC(=O)CSc2ncc(-c3ccc(Cl)cc3)[nH]2)cc1OC
-1.1%	Cc1ccc2oc(-c3cccc(NC(=O)c4ccc(N5CCC(C)CC5)c([N+](=O)[O-])c4)c3)nc2c1
-1.7%	Cc1ccccc1C(=O)Nc1nc(-c2nnn(-c3ccc(C(C)C)cc3)c2C)ns1
9.0%	CCc1nn2c(=O)c(S(=O)(=O)Nc3ccc(Cl)cc3)c(C)nc2s1
5.5%	O=C(CCc1cn(Cc2ccccc2Cl)c2ccccc12)NC1CCCCC1
?	Cc1cccc(Nc2nn3c(=O)c4cc5c(cc4nc3s2)OCO5)c1
-2.6%	COCCNc1ccc(-c2nc(-c3ccccn3)no2)cc1[N+](=O)[O-]
-1.9%	CC(=O)n1nc(-c2cccnc2)nc1NCc1ccc(F)cc1
-0.2%	CCOc1ccc(NC(=O)c2c(NC(=O)Cc3ccccc3)sc3c2CCCC3)cc1
-3.9%	COc1ccc(N2CCN(c3ncccc3-c3nc(-c4ccccc4C)no3)CC2)cc1
-0.9%	COc1ccc(NC(=O)Cn2c(=O)c3cc(Cl)ccc3n3nncc23)cc1
-4.5%	Cc1c(CNC2CCCCCC2)c(C(=O)O)c(C)n1Cc1ccc(F)cc1
1.2%	CCc1ccccc1NC(=O)Nc1c(C)n(C)n(-c2ccccc2)c1=O
-2.8%	CCN(c1ccccc1)C(CNS(=O)(=O)c1ccccc1)c1ccccc1 (stereo not given)
?	O=C(c1ccccc1)c1ccc2nc(Nc3cc(Cl)ccc3O)c3nncn3c2c1
-0.8%	O=C(Nc1ccc(Cl)cc1)C1CCN(c2nc3ccccc3nc2C(F)(F)F)CC1
0.0%	CCC(C)NC(=O)CSc1nc(-c2ccc(F)cc2)cc(C(F)(F)F)n1 (stereo not given)
-0.8%	O=C(Nc1ccc(NC(=O)c2cccs2)cc1)c1ccc(Br)cc1
-2.5%	COc1ccc(NC(=O)C2CCCN(S(=O)(=O)c3ccc(F)cc3)C2)cc1 (stereo not given)
2.4%	COc1ccc(N2CCN(C(=O)c3ccc4c(c3)CCN4S(=O)(=O)c3ccccc3)CC2)cc1
0.8%	Cn1nnnc1SCCNCc1ccc(Cl)c(Cl)c1
-1.6%	Cc1cc(C)cc(OCC(=O)NC(Cc2c[nH]c3ccccc23)C(=O)O)c1 (stereo not given)
-0.8%	N#Cc1c(-n2ncnc2-c2cccc(Br)c2)sc2c1CCCCC2
-1.8%	Cc1ccc(C(=O)c2cn(Cc3ccccc3)c3nc(C)ccc3c2=O)cc1
4.9%	CCc1nnc(SCc2cc(C)ccc2C)c2cc3sc(C)cc3n12
1.9%	Cc1ccccc1C(=O)Oc1cc(-c2ccc3c(c2)OCO3)cc(=O)c2c(C)oc(C)c12
?	Cc1ccc(S(=O)(=O)c2nnn3c2nc(NCc2cccs2)c2sccc23)cc1
?	CCS(=O)(=O)c1ncc(Cl)c(C(=O)NCc2ccccc2)n1
-6.3%	CCS(=O)(=O)N1CCc2cc(C(=O)Nc3ccc(C)c(Cl)c3)ccc21
-3.1%	Cc1ccc(NC(=O)C2CCCN(S(=O)(=O)c3ccc(F)cc3)C2)cc1 (stereo not given)
0.0%	O=C(Nc1cc2c(cc1C(=O)c1ccccc1Br)OCCO2)c1cccc(Cl)c1
-5.3%	COc1ccc(NC(=O)c2ccc3c(c2)CCN3S(=O)(=O)c2ccccc2)cc1
0.8%	COc1cc(NC(=O)c2nc3nc(C)cc(C(F)F)n3n2)c(OC)cc1Cl
2.7%	CCOC(=O)c1[nH]c2c(c1Cc1ccccc1)C(=O)CC(c1ccc(C(C)(C)C)cc1)C2 (stereo not given)
-0.5%	COc1ccc(CNC(=O)C(=O)Nc2ccc(OC)cc2OC)cc1
0.0%	CCOC(=O)c1cnc2c(OC)cccc2c1Nc1cccc(O)c1

# (cont.)
Epigenetic derep	compound
5.6%	Fc1cccc(-n2ncc3c2ncn2nc(COc4ccc(Cl)cc4)nc32)c1
-0.2%	COCc1cc(C)nc2sc3c(=O)n(-c4cc(C)ccc4C)nnc3c12
2.1%	CCOCc1ccccc1Nc1ncnc2onc(-c3ccc(Cl)cc3)c12
16%	O=c1c2oc3ccccc3c2n(Cc2ccccc2F)c(=O)n1Cc1ccccc1
-3.4%	COc1ccc(NC(=O)Cn2c(C)c3cnn(-c4ccccc4)c(=O)c3c2C)c(OC)c1
2.5%	Cc1cccc(OCC(=O)N(Cc2ccc(C(C)(C)C)cc2)Cc2ccco2)c1
1.1%	COCCCNC(=O)CN1C(=O)COc2ccc(S(=O)(=O)N3CCCC3)cc21
-5.4%	CCC(CC)C(=O)Nc1ccc(S(=O)(=O)N2CCC(c3nc4ccccc4s3)CC2)cc1
0.8%	O=C(Nc1ccc2nn(-c3ccccc3)nc2c1)c1cc2ccccc2o1
2.6%	COc1ccc(OC)c(NC(=O)Cc2c(C(=O)O)[nH]c3ccc(Cl)cc23)c1
8.5%	CCC(=O)N1CCc2cc(S(=O)(=O)NCCC(=O)Nc3ccc(OC)c(Cl)c3)ccc21
-0.9%	CNC(=O)c1c[nH]c2ccc(S(=O)(=O)Nc3cccc(Cl)c3C)cc2c1=O
1.1%	CCOC(=O)c1c(NC(=O)c2cc(C)on2)sc(C)c1C
1.1%	COc1ccc(CCNC(=O)c2cc3c(s2)-c2c(C)cccc2OC3)c(OC)c1
-0.5%	COc1cc(-c2nnc(SCC(=O)NC(C)C)o2)cc(OC)c1OC
-1.1%	COc1ccc(C(CC(=O)O)NC(=O)c2cc3ccccc3oc2=O)cc1OC (stereo not given)
-1.3%	CCOc1ccc(S(=O)(=O)N2CCN(c3cccc(C(F)(F)F)c3)CC2)cc1OCC
-3.5%	Cc1ccc(S(=O)(=O)N2CCc3cc(C(=O)Nc4c(F)cccc4F)ccc32)cc1
-0.5%	COc1ccc(CN(C)c2ccc(-c3nc(-c4ccc(OC)c(OC)c4)no3)cc2[N+](=O)[O-])cc1
1.9%	COc1ccc(CN(C(=O)c2cc3ccccc3oc2=O)C2CCS(=O)(=O)C2)cc1OC (stereo not given)
-1.0%	CC(C)COc1ccc(C(=O)N(Cc2ccc(N(C)C)cc2)Cc2ccco2)cc1
6.4%	CC(C)CCOc1ccc(C2N=C(N)Nc3nc4ccccc4n32)cc1 (stereo not given)
1.9%	Cc1ccc2c(=O)cc(C(=O)Nc3ccc(S(=O)(=O)N4CCC(C)CC4)cc3)oc2c1C
1.1%	CCOC(=O)c1c(NC(=O)/C(C#N)=C/c2ccccc2)sc2c1CCC2
2.3%	Cc1ccc(NC(=O)C(Cc2ccccc2)NS(=O)(=O)c2cccc3nsnc23)c(C)c1 (stereo not given)

# 5 entries picked at random from the list so far, as already listed:
Epigenetic derep	compound
-1.6%	Cc1cc(C)cc(OCC(=O)NC(Cc2c[nH]c3ccccc23)C(=O)O)c1 (stereo not given)
-5.4%	CCC(CC)C(=O)Nc1ccc(S(=O)(=O)N2CCC(c3nc4ccccc4s3)CC2)cc1
5.6%	Fc1cccc(-n2ncc3c2ncn2nc(COc4ccc(Cl)cc4)nc32)c1
2.5%	Cc1cccc(OCC(=O)N(Cc2ccc(C(C)(C)C)cc2)Cc2ccco2)c1
5.0%	Cc1ccc(Cl)cc1Nc1nn2c(=O)c3ccc(C(=O)NC4CCC(C)CC4)cc3nc2s1 (stereo not given)

# The list continues.
Epigenetic derep	compound
14%	Cc1ccc(NC(=O)c2ccc(NC(=O)N3CCSc4ncccc43)cc2)c(Cl)c1
0.8%	CCOc1ccccc1N(C)C(=O)c1cc2c(s1)-c1ccccc1OC2
-3.0%	CCOC(=O)c1ccc(NC(=O)c2oc3ccc4c(c3c2C)C(=O)CC(C)(CC)O4)cc1 (stereo not given)
-2.1%	CCOc1ccc(/C=C/c2nc(C#N)c(NC3CCCCC3)o2)cc1
-1.1%	CCc1ccc(NC(=O)c2nn(-c3ccc(OC)cc3)c(=O)c3c2c2ccccc2n3C)cc1
-0.5%	CCOc1ccc(NC(=O)CSc2oc(-c3ccc(F)cc3)nc2S(=O)(=O)c2ccc(C)cc2)cc1
-3.2%	COc1ccc(CN2C(=O)N(c3ccc(C)cc3)C(=O)C2CC(=O)Nc2ccccc2)cc1OC (stereo not given)
2.0%	COC(=O)CCN(c1ccccc1)S(=O)(=O)c1cc(-c2cc(C)no2)ccc1OC
6.4%	CCOc1ccc2c(c1)c(=O)c(C(=O)c1ccc(CC)cc1)cn2CC(=O)Nc1cccc(Cl)c1
-1.6%	COc1ccc(-n2nc(C(=O)Nc3cc(C)ccn3)c3c4ccccc4n(C)c3c2=O)cc1
3.0%	O=C(CSc1nc(-c2cccs2)cc(C(F)(F)F)n1)Nc1ccccc1Cl
3.7%	COc1cc2nc(SCc3ccc(F)cc3)n3nc(CCn4c(C)nc5ccccc54)nc3c2cc1OC
